Screens as filed in PubChem.
MBNL1-CUG inh – qHTS Assay for Inhibitors of MBNL1-poly(CUG) RNA binding; Potency, µM (doses to about 57.5 µM), without a hit: at the top dose activity change, negative = inhibition, actives largely listed as inhibitors; TR-FRET MBNL1-His/biotin-(CUG)12 binding, 665/545 ratio; AID 2675, 2010; hit rate 0.036% among 280,000; Muscleblind-like protein 1 (Homo sapiens), Q9NR56; active = well fitted inhibition curve with a large enough effect in the signal ratio, with a control signal flat, not every such curve was filed as active; inconclusive = small, poorly fitted or top-dose-only effect, or effect the other way, or a change in a side signal; inactive = no such curve, though single readings can be large or run the other way; the % refers to the signal ratio; note: potency is the fitted concentration of half-maximal effect; % is set by controls: 0 for no effect and ±100 for the full control effect
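Compounds (final 92 nM to 58 uM) are added to His-tagged MBNL1 and biotin-(CUG)12, then terbium anti-His antibody and streptavidin-XL665 (5 nM final). After 60 min at room temperature, the 665/545 nm ratio is read.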
ASM inhibitor – Inhibitors of Secretory Acid Sphingomyelinase (S-ASM): qHTS | placental ASM, HMU-PC fluorogenic substrate, 60 min | Potency, µM (highest dose often 57.5 µM), without a hit: at the highest dose activity change, negative = inhibition, usual class: inhibitors | hit rate 0.006% among 340,000 | AID 504937, 2011; note: potency is the fitted concentration of half-maximal effect
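Steps: dispense placental human ASM, pin compound, wait 10 min at room temperature, add HMU-PC0 substrate at 9 uM final, incubate 60 min at 37 °C, add stop solution raising pH to 10, read fluorescence.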
GALK inh – qHTS Assay for Inhibitors of Human Galactokinase (GALK); Purified GALK, Kinase-Glo residual ATP luminescence; P51570; hit rate 0.007% among 270,000; Potency, µM (titrated, usually from 57.5 µM), inactives show at the top dose activity change, negative = inhibition, hits mostly inhibitors; note: potency is the fitted concentration of half-maximal effect; % is set by controls: 0 for no effect and ±100 for the full control effect
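Kinase-Glo Plus luminescence measured ATP left after a 1 h room-temperature reaction. The reaction used 5 nM GALK, 100 uM galactose and 35 uM ATP at pH 8.0 (20 mM HEPES, 5 mM MgCl2, 60 mM NaCl, 1 mM DTT, 0.01% BSA).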
a7 integrin act – qHTS for Activators of Integrin-Mediated Alleviation for Muscular Dystrophy; alpha7betagal myoblasts, beta-gal FDG fluorescence, 48 h; Potency, µM (titrated, usually from 38.3 µM), for inactives: top-dose activation, actives largely listed as activators; hit rate 0.064% among 350,000;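 note: potency is the fitted concentration of half-maximal effect; 100% = response of the positive control SU9516; nearly all actives have a fitted effect of over 60% in size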
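alpha7betagal+/- myoblasts (passage 13, 250/well) treated 48 h at 37C with compounds at 1:260 dilution of DMSO stock. Lysed, then beta-galactosidase activity read as FDG fluorescence (ex 480/em 540) after 30 min, with pre-read for autofluorescence.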
AT treatment – qHTS Assay for Identifying a Potential Treatment of Ataxia-Telangiectasia. Potency, µM (highest dose often 57.5 µM), without a hit: at the top dose activation, hits mostly activators. hit rate 0.19% among 320,000. AID 485349, 2010. […] A-T fibroblasts, KAP-1 phosphorylation AlphaLISA; neocarzinostatin DNA damage 30 min before lysis; note: potency is the fitted concentration of half-maximal effect; % of control where 0% means no effect; nearly all actives have a fitted effect of over 45% in size
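ATM-like activity read as KAP-1 phosphorylation via AlphaLISA donor/acceptor antibody pairs after lysis and 6 hr at 25C. Cells were ATM-null patient fibroblasts ([…], hTERT), dosed 60 min, then exposed to the DSB inducer NCS for 30 min.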
CXXC DNA block – qHTS Fluorescence Polarization Assay for Inhibitors of MLL CXXC domain - DNA interaction. Histone-lysine N-methyltransferase 2A (Homo sapiens), Q03164. MLL-CXXC / FITC-HOXA9 DNA fluorescence polarization. Potency, µM (highest dose often 115 µM), for inactives: top-dose activity change, negative = inhibition, actives largely listed as inhibitors. hit rate 0.037% among 290,000; active = well fitted inhibition curve with a large enough effect in the polarisation, with a control signal flat, not every such curve was filed as active; inconclusive = small, poorly fitted or top-dose-only effect, or effect the other way, or a change in a side signal; inactive = no such curve, though single readings can be large or run the other way; the % refers to the polarisation; note: potency is the fitted concentration of half-maximal effect
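Purified MLL-CXXC (added from a 7 uM solution) was preincubated 5 min at ambient with pinned compounds in 50 mM Tris-HCl pH 7.5, 50 mM NaCl, 1 mM DTT, 0.05% BSA. Fluorescein-labeled HOX-A9 DNA (50 nM solution) followed, 30 min, then polarization read.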
KCNH2 WT inh – qHTS for Inhibitors of KCHN2 3.1: Wildtype qHTS; Voltage-gated inwardly rectifying potassium channel KCNH2 (Homo sapiens), Q12809; U2OS, BacMam KCNH2, thallium flux FluxOr; active compounds read low; activity change, % at 1.84 µM; hit rate 0.37% among 340,000; AID 720551, 2013;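 active = maximum activity change below -70%; inconclusive = maximum activity change between -70% and -50%; inactive = maximum activity change above -50%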; note: % is set by controls: 0 for no effect and ±100 for the full control effect
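U2OS cells were transduced with wild-type KCNH2 virus (2.03 x 10^8 / mL) for 4 h at room temperature, then cultured overnight at 37 C. Thallium flux was read with FluxOr dye. Rate constants were normalized to DMSO controls.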
Coupling enz – qHTS Assay for Inhibitors of Fructose-1,6-bisphosphate Aldolase from Giardia Lamblia: Coupling assay counterscreen; coupling enzyme system counterscreen, AmpLite Red fluorescence; activity change, negative = inhibition, % at 58.2 µM, hits read low; hit rate 0.67% among 290,000; AID 2472, 2010; in the data active = activity change below about -30%; note: % is set by controls: 0 for no effect and ±100 for the full control effect
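Counterscreen of the coupled detection system alone, without aldolase: glyceraldehyde-3-phosphate coupling enzymes plus AmpLite Red readout. Compounds at 57.5 uM final, 10 min RT preincubation, 20 min RT reaction, fluorescence 525/598 nm.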
KCNH2 3.1 block – qHTS for Inhibitors of KCHN2 3.1: Mutant qHTS; Potassium voltage-gated channel subfamily H member 2, brain isoform KCNH2 3.1 (human); U2OS KCNH2 3.1, thallium flux FluxOr; active compounds read low; activity change, % (tested at about 1.8 µM); hit rate 0.95% among 340,000;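 active = maximum activity change below -70%; inconclusive = maximum activity change from -70% to -50%; inactive = maximum activity change above -50%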;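 note: thallium influx rate constant from kinetic fluorescence after stimulation buffer; % is set by controls: 0 for no effect and ±100 for the full control effect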
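FluxOr-based Tl+ influx in U2OS cells transduced with KCNH2 3.1 virus; rate constants normalized to DMSO controls.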
TRPV1 ag – HTS Assay for Compounds that Act as Agonists of the Vanilloid Receptor 1; TRPV1-expressing cells, Fluo-8 calcium influx, agonist mode; activation, % at 8.33 µM; hit rate 0.19% among 320,000; AID 540275, 2011; in the data active = activation above about 80%; inconclusive = between about 30% and that limit; note: 0% is about no effect
Target sequence (Q8NER1 whole entry, looked up): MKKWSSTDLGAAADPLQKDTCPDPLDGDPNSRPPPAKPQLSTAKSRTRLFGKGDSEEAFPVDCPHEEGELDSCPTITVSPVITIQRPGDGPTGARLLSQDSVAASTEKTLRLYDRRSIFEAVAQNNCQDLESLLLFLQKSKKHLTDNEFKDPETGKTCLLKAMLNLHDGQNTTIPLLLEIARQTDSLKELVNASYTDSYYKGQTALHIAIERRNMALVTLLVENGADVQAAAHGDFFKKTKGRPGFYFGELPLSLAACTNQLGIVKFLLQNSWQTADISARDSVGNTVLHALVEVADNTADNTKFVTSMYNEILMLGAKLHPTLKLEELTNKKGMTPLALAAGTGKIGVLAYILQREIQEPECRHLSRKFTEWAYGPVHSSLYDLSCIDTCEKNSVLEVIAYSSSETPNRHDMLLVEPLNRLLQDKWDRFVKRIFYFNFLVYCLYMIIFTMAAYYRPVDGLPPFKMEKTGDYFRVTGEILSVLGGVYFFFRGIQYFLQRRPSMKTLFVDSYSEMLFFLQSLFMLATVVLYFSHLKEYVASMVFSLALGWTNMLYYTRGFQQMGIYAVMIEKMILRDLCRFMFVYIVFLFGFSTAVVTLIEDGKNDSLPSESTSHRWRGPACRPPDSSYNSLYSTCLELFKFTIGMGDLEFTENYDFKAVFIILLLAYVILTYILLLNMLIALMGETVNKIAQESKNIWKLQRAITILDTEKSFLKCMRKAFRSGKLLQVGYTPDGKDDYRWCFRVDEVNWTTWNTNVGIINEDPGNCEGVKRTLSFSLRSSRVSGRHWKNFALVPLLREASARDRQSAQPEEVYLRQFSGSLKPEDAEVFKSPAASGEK
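Cells expressing TRPV1 were dye-loaded with Fluo-8 and read kinetically: 10 s baseline, 3 min after compound (agonist portion), then 2 min after EC20 capsaicin (allosteric enhancer portion). Calcium-bound dye fluorescence at 480/520 nm.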
An asterisk follows results filed as active; ? = inconclusive; . = no result given; [ ] = another dose, or the depositor's remark. Unless noted, calls come from the whole dose curve; as a rule, active = well fitted curve in the direction sought with a large enough effect; inconclusive = small, poorly fitted or top-dose-only effect, or another doubt; inactive = no such curve, though single readings can be large; an effect the other way counts as inactive or inconclusive.

Structure	AT treatment	CXXC DNA block	ASM inhibitor	GALK inh	KCNH2 WT inh	Coupling enz	a7 integrin act	MBNL1-CUG inh	TRPV1 ag	KCNH2 3.1 block
O=C(Nc1ccncc1)c1cc(-c2cccc(Br)c2)nc2ccccc12	19%	.	-28%	.	8	.	-34%	.	?	-19
Cc1ccc(S(=O)(=O)NC(CCc2ccccc2)CC(=O)C(C)(C)C)cc1 (configuration not stated)	10%	12%	-9%	.	.	-1	-22%	-1%	29	.
COc1ccc2[nH]c(C(=O)O)c(CCNC(C)=O)c2c1	-5%	-11%	0%	-2%	6	1	13%	8%	1	-14
COc1ccc(/C=N/NC(=O)c2nn(C)cc2Br)cc1CSCc1ccco1	26%	11%	-4%	-8%	-7	.	13%	13%	7	5
CCC1(c2ccccc2)NC(=O)N(CC(=O)NNC(=O)COc2ccc(Cl)cc2C)C1=O (configuration not stated)	2%	.	-2%	.	-13	.	-12%	.	3	-4
COc1ccc(C(CNC(=O)c2cccc(S(=O)(=O)Nc3ccc(C)cc3)c2)N2CCOCC2)cc1 (configuration not stated)	9%	.	-3%	.	1	.	0%	.	-1	6
COC(=O)c1[nH]c2ccc(Cl)cc2c1NC(=O)Oc1ccccc1	4%	0%	.	-1%	-14	-6	19%	?	-6	12
Cc1ccccc1C(=O)NC(CC(C)C)C(=O)OCC(=O)c1c(N)n(C)c(=O)n(C)c1=O (configuration not stated)	2%	18%	-3%	3%	3	4	-3%	-9%	1	-2
Cn1c(SCC(=O)Nc2ccccc2F)nnc1C1CCCCC1	12%	-2%	0%	6%	11	.	42%	-4%	0	.
O=C(CCSCc1ccccc1Cl)N1CCN(c2cccc(Cl)c2)CC1	3%	-12%	-15%	1%	-6	-2	3%	1%	17	6
COc1ccccc1C(=O)Nc1nsc(-c2ccccc2)n1	-11%	1%	-2%	0%	.	-3	?	0%	9	21
O=C(CSCc1ccc(Cl)cc1)Nc1cc([N+](=O)[O-])ccc1O	-1%	8%	-1%	1%	6	6	19%	20%	4	-3
O=C(NCc1cccc(Cl)c1)c1ccc2c(c1)OCO2	3%	6%	3%	-3%	-1	3	14%	-9%	?	4
CCOc1ccc(S(=O)(=O)NCCSc2ccccc2)cc1	-2%	-5%	-6%	-1%	-10	-1	-5%	-8%	5	5
COC(=O)C1C(=O)N2CCCSC2=C(C#N)C1c1cccs1 (configuration not stated)	8%	14%	1%	3%	0	1	-21%	4%	-2	-22
O=C(c1ccc(NS(=O)(=O)c2cccc3cccnc23)cc1)N1CCCCC1	-3%	1%	-3%	0%	14	0	-10%	-1%	1	-7
CC(C)Oc1ccccc1/C=N/NC(=O)c1ccccc1Cl	-10%	-5%	-2%	-2%	2	-15	16%	6%	2	-3
CN1C(=O)C(O)(c2sc(N)nc2-c2ccccc2)c2ccccc21 (configuration not stated)	14%	-2%	5%	1%	-1	2	-6%	-4%	.	11
N#Cc1ccc(-c2ccccc2)nc1SCC(=O)c1cccc(Cl)c1	6%	27%	-2%	6%	-18	0	-33%	26%	-2	5
COc1cccc(C(=O)NC(Cc2ccccc2)c2ccc3c(c2)OCCCO3)c1 (configuration not stated)	2%	1%	-4%	-1%	-2	-1	10%[7.66 µM]	1%	16	-3
CC(C)C(=O)Nc1ncc(Cc2ccccc2Cl)s1	10%	-15%	2%	-1%	4	2	-1%	-10%	?	-3
O=C(NOCc1ccccc1)OCc1ccccc1	.	.	-5%	.	-1	.	20%	.	.	-1
COc1cc(/C=N/NC(=O)c2ccncc2)ccc1OC(=O)c1cccc(F)c1	-11%	2%	.	-10%	0	.	20%	-3%	2	1
Cc1ccccc1OCc1nc(-c2cccnc2)no1	-3%	3%	-2%	3%	-34	1	7%	-4%	0	12
O=C(NCCc1ccccc1)c1cc(=O)[nH]c2ccccc12	0%	9%	1%	-2%	1	0	10%	.	-1	3

Part of the list above, with two lines to a compound.
Under each structure – AT treatment, CXXC DNA block, ASM inhibitor, GALK inh, KCNH2 WT inh, Coupling enz, a7 integrin act, MBNL1-CUG inh, TRPV1 ag, KCNH2 3.1 block
- O=C(c1ccc(NS(=O)(=O)c2cccc3cccnc23)cc1)N1CCCCC1
 : -3%, 1%, -3%, 0%, 14, 0, -10%, -1%, 1, -7
- CC(C)Oc1ccccc1/C=N/NC(=O)c1ccccc1Cl
 : -10%, -5%, -2%, -2%, 2, -15, 16%, 6%, 2, -3

New compounds follow
Structure	AT treatment	CXXC DNA block	ASM inhibitor	GALK inh	KCNH2 WT inh	Coupling enz	a7 integrin act	MBNL1-CUG inh	TRPV1 ag	KCNH2 3.1 block
COc1ccc(C(=O)Oc2c(CN3CCOCC3)cc(Cl)c3cccnc23)cc1	1%	16%	2%	1%	-1	-1	-62%[inhibitor]	13%	2	-6
CC(CCc1ccccc1)NC(=O)COC(=O)c1cc(NS(=O)(=O)c2ccc(Cl)c([N+](=O)[O-])c2)ccc1O (configuration not stated)	-10%	-1%	-10%	5%	-7	8	-24%	-2%	0	3
Cc1onc(-c2ccccc2)c1C(=O)Nc1nc2c(s1)C(=O)CC(C)(C)C2	-2%	2%	11%	0%	22	0	-9%	5%	-4	-3
CC(C)CC(=O)Nc1ccc(-c2cn3ccsc3n2)cc1	-1%	1%	1%	3%	7	-1	-5%	-4%	2	-13
CCOc1ccc(C(CC(=O)O)NC(=O)c2ccco2)cc1OC (configuration not stated)	-4%	0%	2%	0%	-14	-2	-2%	-1%	-3	3
CC(CN1CCCC1)OC(=O)COc1ccccc1 (configuration not stated)	0%	14%	5%	16%	-4	0	23%	-6%	0	13
O=C(O)CCCNS(=O)(=O)c1ccc2c(c1)OCCCO2	2%	1%	0%	0%	11	1	31%	-15%	3	6
COc1ccc(Cl)cc1NC(=O)CCCN1C(=O)CCC1=O	.	10%	6%	3%	-3	2	0%	4%	-3	-4
NC(=O)C1CCN(C(=O)C2CCC(=O)N(CC3CCCCC3)C2)CC1 (configuration not stated)	2%	7%	4%	-3%	-10	0	6%	3%	0	-2
CCCCN(CCO)CCCC	5%	.	3%	.	-4	.	.	.	0	9
COCCn1c(SCC(=O)NCCCN2CCCC2=O)nc2ccccc2c1=O	12%	.	1%	.	2	.	7%	.	.	9
Cc1ccc(NCC(=O)Nc2cccc(S(=O)(=O)N(C)C)c2)c(Cl)c1	5%	3%	2%	4%	10	1	-3%	.	-2	2
CC1(C)CC(=O)C(N=Nc2cc(C(F)(F)F)ccc2Cl)=C(O)C1	-17%	-3%	-3%	-3%	-7	-1	-22%	?	8	-7
CC(C)=CC(=O)Nc1ccc(Cl)cc1	-1%	3%	-2%	-3%	-9	-14	-13%	-4%	?	-1
COc1ccc(CCN=C(N)NS(=O)(=O)c2cc(F)ccc2OC)cc1	3%	-12%	0%	0%	25	.	?	4%	-1	-4
CCN1CCN(c2ncnc3c2sc(=S)n3-c2ccccc2)CC1	1%	7%	-1%	0%	7	1	17%	0%	2	-1
CCOC(=O)C1C(=O)Nc2nc3ccccc3n2C1C(C)C (configuration not stated)	-9%	17%	-1%	0%	1	2	3%[7.66 µM]	-4%	1	-14
Cc1ccc(S(=O)(=O)Nc2cccc(NC(=O)CN3CCCCC3)c2)cc1	1%	-8%	1%	0%	31	-2	2%	0%	1	-26
Cc1ccc(/C=N/NC(=O)c2cccc3ccccc23)o1	-8%	-6%	-9%	15%	-5	0	5%	10%	0	-6
CC(=O)Nc1ccc(CN2CCN(C3CCCCC3)C(CCO)C2)cc1 (configuration not stated)	0%	22%	-4%	-3%	7	1	24%	-4%	2	8
C=CCn1c(C)cc(C(=O)COc2nncc3ccccc23)c1C	11%	-1%	0%	2%	16	0	0%	2%	-5	6
Cc1cc(C)nc(NS(=O)(=O)c2ccc(NC(=O)C3CC3)cc2)n1	3%	-5%	2%	13%	-2	-2	0%	-2%	-1	-6
